# High-throughput results (PubChem)
# LGR2 antag: inhibitors of bursicon-induced Drosophila LGR2 receptor cAMP signaling; HEK293 LGR2, CRE-luciferase, bursicon-stimulated, 4 h; inhibition, % at 9.99 µM; 380,000 compounds, 0.35% hits; AID 720647;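 active means drop in luminescence signal, shown as inhibition above about 50% in the replicate tests, limit read from the data, passing the limit was not always enough; inconclusive means probably only some replicates passing the limit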;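 further: agonist challenge used bursicon conditioned medium at about half maximal strength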
# Cneo AK release: causes C. neoformans cell lysis | adenylate kinase release luminescence, 4 h; normalised: neutral wells 0, clomiphene wells 100 | lysis activity, % at 15 µM | 360,000 compounds, 0.2% hits;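 active means mean lysis activity across replicates of at least 80%, whatever share of replicates individually reach that level; inactive means mean lysis activity below 80%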
#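 Schedule: static 4 h at 37 °C with compound, 1 h detection; system: C. neoformans cells; benchmarks: Clomiphene as positive control; buffer or medium: fresh YPD medium; measure: luminescence rise reflecting yeast cell lysis; measured by: luminescent adenylate kinase detection reagent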
# Casp6 inh: caspase-6 (human) enzyme inhibition; P55212; purified caspase-6, Z-VEID-R110 cleavage fluorescence; inhibition, % at 12.5 µM; 350,000 compounds, 0.53% hits; AID 686996;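 active means mean inhibition across replicates at least about 35%, with every replicate also reaching that limit, limit read from the data; inconclusive means only one of the two criteria met; inactive means neither criterion met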;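 further: 0% = median of neutral control wells and 100% = no fluorescence left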
# Target sequence (P55212 24-179 limits assumed): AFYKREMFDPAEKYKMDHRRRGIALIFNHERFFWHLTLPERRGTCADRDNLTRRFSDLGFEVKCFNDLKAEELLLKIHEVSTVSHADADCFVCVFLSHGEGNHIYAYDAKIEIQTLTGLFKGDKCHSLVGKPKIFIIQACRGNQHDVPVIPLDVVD
# Target sequence (P55212 194-293 limits assumed): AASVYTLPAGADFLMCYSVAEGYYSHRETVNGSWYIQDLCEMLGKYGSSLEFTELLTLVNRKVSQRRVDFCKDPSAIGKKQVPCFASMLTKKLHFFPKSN
# EWS-Fli inh: blocks EWS/Fli oncoprotein-driven transcription. inhibition, % at 12.6 µM. 350,000 compounds, 0.67% hits. A673 NR0B1-luciferase reporter, viability-normalised;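 active means mean inhibition of at least 50% after viability correction, with every replicate also passing that limit; inconclusive means mean reaches 50% but only one of two replicates passes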;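 further: firefly luciferase signal divided by Alamar Blue viability fluorescence both relative to DMSO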
# miR122 inh: blocks miR-122 activity in Huh7 sensor cells; 340,000 compounds, 0.3% hits; activation (reporter increase), % at 12.5 µM; Huh7 miR-122 Renilla luciferase sensor, 48 h; neutral wells = 0, positive control = 100; AID 602342;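 active means mean replicate activation score at least 90 and every replicate individually at or above 90; inconclusive means only one of the two criteria met; inactive means neither criterion met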;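 further: higher luciferase means less miR-122 activity so hits act as miR-122 inhibitors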
# PGC1a acetyl inh: lowers PGC1a acetylation signal in U2OS cells | AlphaScreen anti-acetyl-lysine; with virally co-expressed GCN5 acetyltransferase | inhibition, % at 15.6 µM | 350,000 compounds, 0.17% hits;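 active means every replicate shows inhibition of at least 40%; inconclusive means mean inhibition at least 40% but some replicate below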;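 further: 0% = neutral control wells and 100% = positive control wells; some results beyond the cut were filed as inactive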
# FN deposit inh: fibronectin deposition inhibition | 350,000 compounds, 0.086% hits | inhibition, % at 12.6 µM | AH1F fibroblasts, Alexa488-fibronectin deposition fluorescence, overnight;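 active means mean inhibition across replicates of 30% or more, regardless of how many single replicates reach that level; inconclusive means mean under 30% yet at least half of replicates reach 30%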;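 further: positive control wells lacked labelled fibronectin entirely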
#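 Test system: AH1F fibroblast monolayer depositing Alexa488-labelled fibronectin into matrix. Input: 10000 cells per well. Technique: fluorescence, ex 485 nm, em 525 nm. Buffer or medium: DMEM plus 2% serum, read in PBS. Timing: 1 h cell adhesion before compound, then overnight fibronectin incubation. Compound: single dose, pinned. Read-out basis: inhibition from reduced deposited-fibronectin fluorescence.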
# PAX8 inh HTS: lowers PAX8-driven luciferase in RMG-I cells; inhibition, % at 12.6 µM; AID 652154; RMG-I TPO-luciferase reporter, SteadyGlo, 24 h; 360,000 compounds, 1.2% hits;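 active means mean replicate inhibition at least 60% with every replicate also reaching 60%; inconclusive means only one of the two criteria is met; inactive means mean below 60% and not all replicates reaching 60%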;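 further: luciferase light reporting Pax8 driven TPO promoter activity; plate controls were median of neutral control wells for no effect and mitoxantrone controls for full effect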
# * marks the source's active call; other numbers are inactive results; ? = inconclusive; / = not tested or not shown; & = joins results of further samples; [ ] = another dose, or the depositor's remark.
SMILES,LGR2 antag,Cneo AK release,Casp6 inh,EWS-Fli inh,miR122 inh,PGC1a acetyl inh,FN deposit inh,PAX8 inh HTS
Cc1ccc(S(=O)(=O)N(CC(=O)Nc2ccc(C(N)=O)cc2)C(=O)N2CCN(C)CC2)cc1,-11,-2,-1,7,/,7,4,-15
C[C@H]1CN([C@@H](C)CO)C(=O)c2cc(C3=CCCCC3)cnc2O[C@@H]1CN(C)Cc1cccnc1,-6,-2,-2,-1,-22[16.7 µM],-37,-1,-10
COCC(=O)N1CC(=O)N2[C@H](C1)[C@@H](c1ccc(-c3ccccc3F)cc1)[C@@H]2CO,10,/,2,-13,/,-1,-8,13
O=C(c1cccs1)N1CCN(c2ccc(Cl)cc2)CC1,-54,3,3,-26,/,/,1,-9
C[C@@H](O)C#Cc1ccc2c(c1)O[C@H](CN(C)Cc1cncnc1)[C@@H](C)CN([C@@H](C)CO)S2(=O)=O,-14,-3,-3,-8,-1[16.7 µM],3,-1,4
Cn1c(CNC(=O)c2ccc(Cl)cc2)nnc1SCC(=O)NC1CCCC1,-8,-6,2,16,-1,/,-7,-1
COc1ccc2c3c([nH]c2c1)[C@H](CO)N(Cc1cc(F)ccc1F)CC31CN(C)C1,3,/,0,0,/,7,/,/
CCOC(=O)C1=CCN(S(=O)(=O)c2ccccc2Br)C1c1ccc(Cl)c(Cl)c1 (configuration not stated),-2,0,-3,-1,-3,-4,4,4
Cc1noc(C)c1S(=O)(=O)N(C)C[C@H]1Oc2ccc(NC(=O)Nc3ccc4c(c3)OCO4)cc2CC(=O)N([C@H](C)CO)C[C@H]1C,-8,-1,1,-7,-2[16.7 µM],1,/,-3
CCOc1cc(/C=C2/C(=N)N3N=C(CC)SC3=NC2=O)ccc1OC(=O)c1ccco1,17,3,7,/,0,3,14,0
C[C@@H]1CN([C@@H](C)CO)S(=O)(=O)c2ccc(Br)cc2O[C@H]1CN(C)C(=O)c1ccncc1,3&-7,-2,4&-3,-20&2,-2,-11&8,-5&2,-15
Cc1ccc(C(=O)NCc2ccccn2)o1,-9,1,1,2,-10,-1,-8,-2
Cc1n[nH]c(=O)nc1N/N=C/c1ccc(O)c([N+](=O)[O-])c1,-20,/,-1,-7,-2,-1,4,-2
O=C(Sc1n[nH]c(=O)[nH]c1=O)c1ccccc1,-4,/,-4,-4,-5,-5,3,-8
C[C@@H]1CN([C@H](C)CO)C(=O)c2cc(NC(=O)C3CC3)ccc2O[C@H]1CN(C)S(=O)(=O)c1ccc(F)cc1,18,-2,-3,3,4[16.7 µM],6,/,7
CCCCCn1c(SCc2cccc(C)c2)nc2c1c(=O)[nH]c(=O)n2C,14,-1,-36,12,-2,-11,-1,25
Cc1cc(Br)cn2c(Cc3cccc(F)c3)c(-c3ccc(F)cc3)nc12,-8,/,-3,3,/,/,15,-13
C[C@H]1CN([C@@H](C)CO)C(=O)c2cc(NC(=O)C3CCCCC3)ccc2O[C@@H]1CN(C)S(C)(=O)=O,11,-2,-2,2,-2[16.7 µM],/,/,-3
Cc1ccc(C)c(OCCC(=O)OCC(=O)Nc2ccc(N3CCOCC3)cc2)c1,-14,6,1,10,/,/,10,-8
O=C(CN(c1cc(C(F)(F)F)ccc1Cl)S(=O)(=O)c1ccccc1)NCc1cccnc1,6,-1,0,4,48,/,8,/
CC(C)C(C(=O)NCc1ccco1)N(CC1CCCO1)C(=O)CNS(=O)(=O)c1ccccc1 (configuration not stated),-20,/,-1,-3,0,/,11,8
O=C(CSc1n[nH]c(-c2ccccc2)n1)c1ccccc1,-10,5,3,-45,8,-18,-6,-27
OCCNc1nc(N2CCN(c3ccccc3)CC2)nc2ccccc12,-12,0,-3,1,-7,/,1,-6
CCn1c(SCC(=O)Nc2ccc(N(C)C)cc2)nnc1C1CC1,-1,5,-15,-4,-7,-4,0,-13
CCOC(=O)[C@@H]1[C@H]2COc3ccc(Br)cc3[C@@H]2N2C(=O)N(c3ccc(OC)cc3)C(=O)[C@@]12C,-8,1,-3,3,0,-7,-8,5

# The last four records of the section before are carried over, then new ones follow.
SMILES,LGR2 antag,Cneo AK release,Casp6 inh,EWS-Fli inh,miR122 inh,PGC1a acetyl inh,FN deposit inh,PAX8 inh HTS
O=C(CSc1n[nH]c(-c2ccccc2)n1)c1ccccc1,-10,5,3,-45,8,-18,-6,-27
OCCNc1nc(N2CCN(c3ccccc3)CC2)nc2ccccc12,-12,0,-3,1,-7,/,1,-6
CCn1c(SCC(=O)Nc2ccc(N(C)C)cc2)nnc1C1CC1,-1,5,-15,-4,-7,-4,0,-13
CCOC(=O)[C@@H]1[C@H]2COc3ccc(Br)cc3[C@@H]2N2C(=O)N(c3ccc(OC)cc3)C(=O)[C@@]12C,-8,1,-3,3,0,-7,-8,5
Cc1noc(C)c1NC(=O)N(C)C[C@@H]1OCCCC[C@@H](C)Oc2ccc(NC(=O)CCC(F)(F)F)cc2C(=O)N([C@@H](C)CO)C[C@H]1C,-18,-1,2,-2,7[16.7 µM],-3,/,9
O=C(CN1CCCCCC1)N1c2ccccc2C=Cc2ccccc21,10,3,-4,/,10,-3,-3,-1
O=c1ccn(Cc2ccccc2)cc1,-1,-2,-4,-1,-5,12,5,14
COc1ccc(C2C3=C(CC(C)(C)CC3=O)N(CCN3CCOCC3)C3=C2C(=O)CC(C)(C)C3)cc1,10,6,1,10,3,0,5,5
CNC(=O)C[C@H]1CC[C@H]2[C@H](COc3ccc(NC(=O)c4ccccc4Cl)cc3C(=O)N2C)O1,2,5,-3,6,-5[16.7 µM],-1,-6,-17
C[C@H](CO)N1C[C@H](C)[C@H](CN(C)CC2CCCCC2)Oc2ccc(NC(=O)NC3CCCCC3)cc2CC1=O,15,-37,-3,-1,-5[16.7 µM],2,/,21
Cc1ccccc1NC(=O)CCN1C(=O)CSC1=O,/,-1,/,/,-9,-1,10,-7
C[C@H]1CN([C@@H](C)CO)C(=O)Cc2cc(NS(=O)(=O)c3ccc(F)cc3)ccc2O[C@H]1CN(C)S(=O)(=O)c1ccc(Cl)cc1,23,0,/,-8,3[16.7 µM],-7,/,-14
CC1(C(=O)Nc2cccc(Oc3ccccc3)c2)Cc2c(-c3ccc4c(c3)OCO4)ccnc2O1 (configuration not stated),-5,0,-3,45,48,-8,8,33
Cc1nnc(SCC(=O)N2CCN(c3ccccc3)CC2)n(N)c1=O,0,1,7,-2,-2,-13,0,0
CC(=O)NCCCC[C@@H]1NC(=O)[C@@H]2C[C@H](C(=O)O)[C@H](c3ccc(O)cc3)N2C1=O,/,8,8,-8,/,15,/,-6
CCCOc1ccc(-c2c(C(=O)N/N=C(\C)c3ccncc3)nnn2-c2nonc2N)cc1,4,-3,-1,/,3,1,-3,16
CCC(=O)N(C)C[C@@H]1Oc2cc(-c3ccccc3)ccc2S(=O)(=O)N([C@@H](C)CO)C[C@H]1C,2,-10,3,9,-6[16.7 µM],-4,/,/
Cc1nnc2sc(SCC(=O)Nc3cccc(Cl)c3)nn2c1=O,17,1,1,-13,/,-10,/,6
O=C1c2ccccc2C(c2nnnn2Cc2ccccc2)N1CCCn1ccnc1 (configuration not stated),9,/,-1,8,/,/,-5,1
C[C@H]1CN([C@@H](C)CO)C(=O)Cc2cc(NC(=O)Nc3cccc4ccccc34)ccc2O[C@@H]1CN(C)Cc1ccc(C(F)(F)F)cc1,10,-2,-1,-2,-7[16.7 µM],8,/,-6
CC(=O)N(C)C[C@H]1Oc2cc(-c3ccc(C)cc3)ccc2S(=O)(=O)N([C@@H](C)CO)C[C@H]1C,13,-1,-1,-12,-15[16.7 µM],-10,/,/
CC(=O)c1ccc(C(=O)NC2CCCN(Cc3ccc(Cl)cc3)C2)s1 (configuration not stated),-2,1,0,/,-2,-3,2,9
CCOc1cc(/C=C/C(=O)OCC(=O)NCC2CCCO2)cc(Cl)c1OC (configuration not stated),/,-1,-3,6,0,/,-3,4
COc1cc(C)c(S(=O)(=O)Nc2ccccc2F)cc1C,16,1,/,/,123*,-11,/,/
COc1ccc(CCNC(=O)C(=O)NCC2CCCN2S(=O)(=O)c2cccs2)cc1 (configuration not stated),-3,1,4,-7,-10,10,-1,1
CC1=C(C(N)=O)C(c2cccnc2)n2nc(-c3cccc(C)c3)nc2N1 (configuration not stated),/,1,/,/,3,12,2,-14
Cc1ccc(-c2ccc([C@H]3[C@H](CO)N4CCCCN(C)C[C@@H]34)cc2)cc1,12,0,1,-7,-2[16.7 µM],0,/,-14
Cc1ccc(S(=O)(=O)Nc2ccc3c(c2)C(=O)N([C@@H](C)CO)C[C@H](C)[C@@H](CN(C)S(=O)(=O)c2cccs2)O3)cc1,2,0,3,-5,-9[16.7 µM],-1,/,/
C[C@@H]1CN([C@@H](C)CO)C(=O)c2cccc(NC(=O)C3CC3)c2O[C@@H]1CN(C)Cc1ccc(C(=O)Nc2ccccc2N)cc1,12,0,/,50,?,18,/,/

# Arranged by molecular weight (lowest first): some entries from above
SMILES,LGR2 antag,Cneo AK release,Casp6 inh,EWS-Fli inh,miR122 inh,PGC1a acetyl inh,FN deposit inh,PAX8 inh HTS
Cc1nnc(SCC(=O)N2CCN(c3ccccc3)CC2)n(N)c1=O,0,1,7,-2,-2,-13,0,0
CC1(C(=O)Nc2cccc(Oc3ccccc3)c2)Cc2c(-c3ccc4c(c3)OCO4)ccnc2O1 (configuration not stated),-5,0,-3,45,48,-8,8,33
C[C@H]1CN([C@@H](C)CO)C(=O)Cc2cc(NS(=O)(=O)c3ccc(F)cc3)ccc2O[C@H]1CN(C)S(=O)(=O)c1ccc(Cl)cc1,23,0,/,-8,3[16.7 µM],-7,/,-14

# Not a hit list, and some 2.5% of all compounds hit somewhere here.
